Assay outcomes from PubChem.
S3 lipid droplet = qHTS Assay for Lipid Storage Modulators in Drosophila S3 Cells | Drosophila S3 cells, BODIPY lipid droplet fluorescence, 18-24 h; cells fed with added oleic acid | Potency in µM for hits, for the others lipid storage change, negative = inhibition, % at the top dose, mostly 46.1 µM | 320,000 tested, 0.64% active; active means well fitted inhibition curve with a large enough effect in the signal ratio, with a control signal flat, not every such curve was filed as active; inconclusive means small, poorly fitted or top-dose-only effect, or effect the other way, or a change in a side signal; the % refers to the signal ratio
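Laser-scanning cytometry quantifies lipid droplet accumulation (500–530 nm total intensity; droplet/cell object ratio) in oleic acid-fed (400 uM added) Drosophila S3 cells treated with a concentration series. 20 uM Triacsin C defined 100% inhibition.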
S3 lipid droplet cell count max = recorded beside S3 lipid droplet, whose call it bears; cell number change, %; measured here: cell count max response;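 cells counted by Cell Tracker Red CMTPX staining in the red channel; peak over a dose series mostly up to 46.1 µM; percent activity relative to internal control wells on each plate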
Starred values were filed as active, the others as inactive; i = inactive; ? = inconclusive; / = no result given. On the % scale 0 is the no-effect control and ±100 the full control effect; potency means the concentration at half of the fitted maximal effect.

The opening three entries, to show the layout:
Every second line gives: S3 lipid droplet, S3 lipid droplet cell count max
- Cc1ccc2cc(C3CC(c4ccco4)=NN3S(C)(=O)=O)c(Cl)nc2c1 (stereo unspecified)
→ 2%, 6
- Cc1csc(NC(=O)CCS(=O)(=O)c2ccc(Br)cc2)n1
→ i, /
- COC(=O)C1=C(C)N(CCc2ccc(OC)c(OC)c2)C(=O)/C1=C\c1ccc(O)cc1
→ 9%, 1

All compounds of this part, repeating the preview:
Every second line gives: S3 lipid droplet, S3 lipid droplet cell count max
- Cc1ccc2cc(C3CC(c4ccco4)=NN3S(C)(=O)=O)c(Cl)nc2c1 (stereo unspecified)
→ 2%, 6
- Cc1csc(NC(=O)CCS(=O)(=O)c2ccc(Br)cc2)n1
→ i, /
- COC(=O)C1=C(C)N(CCc2ccc(OC)c(OC)c2)C(=O)/C1=C\c1ccc(O)cc1
→ 9%, 1
- O=C1CCc2cc(S(=O)(=O)NCc3ccccc3)cc3c2N1CC3
→ -5%, /
- CC(=O)C1=C(C)NC(SCC(N)=O)=C(C#N)C1c1cccs1 (stereo unspecified)
→ 13%, -3
- COc1ccc([C@H]2[C@H]3C=CC[C@@H](C)[C@@H]3C(=O)N2Cc2ccccc2)cc1Cl
→ 18%, /
- Cc1ccc(-n2c(Cc3cccn3C)nnc2SCC(=O)N2CCc3ccccc32)cc1
→ ?, /
- Cc1cccc(NC(=O)CCc2nc3sc4c(c3c(=O)[nH]2)CCCC4)c1
→ ?, /
- C=CCn1cc(C(=O)N2CCN(C)CC2)c(=O)c2cc(S(=O)(=O)N(CC)CC)ccc21
→ ?, /
- O=C(NC(=S)Nc1cccc2cccnc12)c1cccs1
→ 11%, 2
- O=C(N=Nc1c(O)[nH]c2ccccc12)c1ccc(CN2CCOCC2)cc1
→ -5%, -3
- CC(=O)N1CCCc2cc(S(=O)(=O)N3CCCC3)ccc21
→ ?, /
- CSCC[C@H](NC(=O)COc1ccc(Cl)cc1)c1nc2ccccc2[nH]1
→ ?, /
- CON(C)c1nc(OCCNC(=O)OCc2ccc(Cl)cc2Cl)nc(N(C)C)n1
→ -2%, -2
- CC1CCCN(C(=O)c2ccc(S(=O)(=O)Nc3ccccc3Cl)cc2)C1 (stereo unspecified)
→ ?, /
- COc1cccc(CN(C(=O)c2ccco2)C2CCS(=O)(=O)C2)c1 (stereo unspecified)
→ i, -13
- COc1ccc(NC(=O)CN2C(=O)NC3(CCCC3)C2=O)cc1S(=O)(=O)N1CCCCC1
→ 3%, -4
- C=CCSC1=N/C(=C\c2sccc2C)C(=O)S1
→ ?, /
- Cc1ccc(NC(=O)CCNC(=O)Nc2ccccc2)cc1S(=O)(=O)N(C)C
→ ?, /
- O=C1c2cccc3cc([N+](=O)[O-])cc(c23)C(=O)N1/N=C/c1ccc(O)cc1O
→ 1%, 2
- Cc1cc(C)c(C)c(OCCOCCN2CCN(C)CC2)c1
→ ?, /
- CCC(=O)NC(=S)Nc1cccc(NC(=O)c2ccco2)c1
→ -13%, 2
- Nc1ccccc1Nc1cc(-c2ccccc2)nn1-c1ccccc1
→ ?, /
- CCn1c(=O)c2sccc2n2c(CCCC(=O)NCCc3ccc(S(N)(=O)=O)cc3)nnc12
→ ?, /
- O=C(Nc1ccc(F)cc1F)N1CCN(c2ncccn2)CC1
→ ?, /
- O=C(NCCCN1CCOCC1)c1cc(-c2ccc(F)cc2)no1
→ ?, /
- Nc1ccn(CC(=O)NCc2ccccc2)c(=O)n1
→ ?, /
- CCOc1ccc(N(CC(=O)Nc2nccs2)S(=O)(=O)c2c(C)noc2C)cc1
→ ?, /
- Cc1ccc(CNC(=O)C(=O)NCCC2CCCCN2S(=O)(=O)c2ccccc2)cc1 (stereo unspecified)
→ ?, /
- Cn1cc(CN2CCC(n3nccc3NC(=O)C3CCCC3)CC2)cn1
→ ?, /

Taken from above.
Entry for COc1cccc(CN(C(=O)c2ccco2)C2CCS(=O)(=O)C2)c1 (stereo unspecified) in S3 lipid droplet cell count max: -13
Entry for O=C(N=Nc1c(O)[nH]c2ccccc12)c1ccc(CN2CCOCC2)cc1 in S3 lipid droplet: -5%
Entry for CC(=O)C1=C(C)NC(SCC(N)=O)=C(C#N)C1c1cccs1 (stereo unspecified) in S3 lipid droplet cell count max: -3

More records
Every second line gives: S3 lipid droplet, S3 lipid droplet cell count max
- Cc1noc(NC(=O)c2ccc(F)cc2)c1C#N
→ i, /
- O=C(Nc1ccc2c(c1)CCC2)Nc1ccc(F)cc1F
→ ?, /
- Cc1ccccc1NC(=S)N(Cc1cccs1)C1CCCC1
→ ?, /
- C=CCSc1nnc(C)n1-c1ccc(Cl)cc1
→ ?, /
- CCCCn1c(N)c(N(CCOC)C(=O)c2ccc(NC3CC3)c([N+](=O)[O-])c2)c(=O)[nH]c1=O
→ ?, /
- Cc1cc(C)nc(N2N=C(c3ccccc3)CC2=O)n1
→ 23%, /
- C1CNCCOCCNCCN1
→ -4%, 3
- COc1ccc(CNC(=O)C(C#N)c2nc3ccccc3nc2N2CCCC2)cc1 (stereo unspecified)
→ ?, /
- COc1ccc(-n2nc(C(=O)NCC(=O)NCC3CCCO3)c3ccccc3c2=O)cc1 (stereo unspecified)
→ ?, /
- Cc1cc(C2C(C#N)=C(N)OC3=C2C(=O)CC(C)(C)C3)c(C)s1 (stereo unspecified)
→ 7%, -22
- COC(=O)c1ccc(NS(=O)(=O)c2ccc3c(c2)oc(=O)n3C)cc1
→ -1%, 9
- O=C(COC(=O)c1cccc(S(=O)(=O)N2CCN(c3ccc(F)cc3)CC2)c1)NCC1CCCO1 (stereo unspecified)
→ ?, /
- O=C(N/N=C/c1ccc(O)cc1O)c1ccc(NC(=O)C2CCCCC2)cc1
→ ?, /
- COc1ccc(CNC(=S)Nc2ccccc2F)cc1
→ ?, /
- Cc1cc(C)c(C(=O)CN2C(=O)C(=O)N(C3CCCC3)C2=O)cc1C
→ ?, /
- COc1ccc(NC(=O)CN2C(=O)COc3ccc(S(=O)(=O)N4CCOCC4)cc32)cc1
→ ?, /
- COc1ccccc1C(=O)Nc1ccc(-c2nnn(CC(=O)NCc3ccco3)n2)cc1
→ 1%, 6
- NC(=O)CN1C(=O)NC2(CCOc3ccccc32)C1=O (stereo unspecified)
→ 6%, -18
- COc1ccc(CNC(=S)Nc2cccc(C)c2C)cc1
→ 22%, 4
- CC(=O)/C(=N\Nc1ccc(Cl)cc1Cl)Sc1nnc(-c2ccccc2)n1-c1ccccc1
→ 15%, 0
- Cc1csc(NC(=O)CSc2nc(=O)[nH]c3c2CCCC3)n1
→ ?, /
- Cc1ncc(S(=O)(=O)c2ccccc2)c(-c2ccc(Cl)cc2Cl)n1
→ 2%, 13
- O=C(CN1CCC(n2nnc3cc(C(F)(F)F)ccc32)CC1)Nc1ccc2c(c1)OCCO2
→ 21%, -8
- COc1ccccc1N1CCN(C(=O)c2ccc(Cl)c(S(=O)(=O)NCc3ccco3)c2)CC1
→ ?, /
- CN([C@@H](Cc1ccc(OS(=O)(=O)c2cccc3cnccc23)cc1)C(=O)N1CCN(c2ccccc2)CC1)S(=O)(=O)c1cccc2cnccc12
→ ?, /
- O=C(Cc1cccs1)N/N=C/C(Br)=C/c1ccccc1
→ ?, /
- COc1ccc(-n2nnnc2CNC(=O)C2CC(=O)N(c3ccc(Cl)cc3)C2)cc1 (stereo unspecified)
→ ?, /
- Cn1c(SCC(=O)Nc2ccc(Cl)cn2)nnc1C1CC1
→ ?, /
- N#Cc1c(-c2ccc(Br)cc2)nc2n(c1=O)CCCS2
→ ?, /
- CCNC(=O)N(C)c1nncnc1C(=O)NC
→ ?, /
- Cc1ccc(C2CC(=O)N3CN(c4ccc(Br)cc4)CSC3=C2C#N)o1 (stereo unspecified)
→ ?, /
- O=C(CCN1C(=O)/C(=C/c2ccc3c(c2)OCO3)SC1=S)NNC(=O)c1cccnc1
→ 4%, 5
- NS(=O)(=O)c1ccc(Nc2c([N+](=O)[O-])cncc2[N+](=O)[O-])cc1
→ ?, /
- CC1(C)CC(=O)C2=C(C1)Nc1ncnn1C2c1cccs1 (stereo unspecified)
→ ?, /
- COc1ccc2cnn(-c3ccc(OC(F)(F)Cl)cc3)c(=O)c2c1OC
→ 11%, 7
- CCN(CC)CCN1C(=O)C(=O)/C(=C(/O)c2ccc(OCC(C)C)cc2)C1c1ccncc1 (stereo unspecified)
→ ?, /
- CC(C(=O)N1CCN(c2ccccc2)CC1)c1ccc([N+](=O)[O-])cc1 (stereo unspecified)
→ -2%, 16
- COc1cc(C(=O)OCC(=O)N2CC(C)OC(C)C2)cc(OC)c1OC (stereo unspecified)
→ ?, /
- N#CCCN(C1CCCCC1)S(=O)(=O)c1cccc2nsnc12
→ -8%, -10
- CCOC(=O)NC1(C(F)(F)F)NC(=O)N(c2cccc(C(F)(F)F)c2)C1=O (stereo unspecified)
→ ?, /
- CCC(C)(C)C1CCC2(CC1)NC(=O)N(CC(=O)NC(C)CCc1ccccc1)C2=O (stereo unspecified)
→ ?, /
- COc1ccc(N2CCN(CCCNC(=O)Cn3c(=O)c4cccn4c4ccccc43)CC2)cc1
→ ?, /
- COCc1nnc(NC(=O)c2cccs2)s1
→ ?, /
- CC(NC(=O)c1nn(C)c(=O)c2ccccc12)c1ccc(F)cc1 (stereo unspecified)
→ i, 3
- COc1ccccc1CNC(=O)C(=O)NCCC1CCCCN1S(=O)(=O)c1ccccc1 (stereo unspecified)
→ ?, /
- Cc1ccc(-n2nnnc2SCC(=O)Nc2cccnc2Cl)cc1
→ ?, /
- Cc1ccc(S(=O)(=O)NC(=O)COc2cc(C)ccc2C(C)C)cc1
→ ?, /
- COc1ccc(C(=O)Nc2cnn(Cc3c(F)cccc3Cl)c2)cc1OC
→ 7%, -6
- Cc1c(C(=O)NCCN2CCOCC2)oc2ccc(S(=O)(=O)N3CCCCCC3)cc12
→ ?, /
- O=C(c1ccc(CS(=O)c2ccccc2Cl)o1)N1CCN(c2ccccn2)CC1 (stereo unspecified)
→ ?, /
- CCCCNC(=O)CN(c1cccc(F)c1)S(C)(=O)=O
→ 1%, 9
- O=C(O)CN1CCN(C(c2ccccc2)c2ccccc2)CC1
→ 10%, -6
- Fc1ccccc1-c1cc2ncccc2cn1
→ 16%, -6
- CCc1nc(N2CCCCC2C(=O)O)c2oc3ccccc3c2n1 (stereo unspecified)
→ 6%, 6
- CCOc1ccc(-n2cc(-c3ccccc3)c3c(N4CCOCC4)ncnc32)cc1
→ ?, /
- CC(C)[C@H](NC(=O)c1ccccc1Cl)C(=O)Nc1nc(-c2ccccn2)cs1
→ ?, /
- CCN(CC)c1nc(-c2ccccc2)cc(C(F)(F)F)c1C#N
→ ?, /
- Cc1ccc(S(=O)(=O)N[C@@H](Cc2ccccc2)C(=O)N2CCC(C(=O)N[C@@H](CC(C)C)C(=O)O)CC2)cc1
→ ?, /
- CCOC(=O)c1[nH]c2ccccc2c1NC(=O)c1ccc2c(c1)OCO2
→ ?, /
- C1CCCN(CCCCN2CCCCCC2)CC1
→ ?, /

Record cards (already shown). Values in the order: S3 lipid droplet	S3 lipid droplet cell count max
Profile of Cc1ccc(S(=O)(=O)NC(=O)COc2cc(C)ccc2C(C)C)cc1 = ?	/
Profile of COc1cc(C(=O)OCC(=O)N2CC(C)OC(C)C2)cc(OC)c1OC (stereo unspecified) = ?	/

The listing continues:
Every second line gives: S3 lipid droplet, S3 lipid droplet cell count max
- COCCNC(=O)C(OC(=O)c1cccs1)c1ccccc1 (stereo unspecified)
→ 0%, 3
- CSCCC(NS(=O)(=O)c1ccccc1F)C(=O)NCc1cccnc1 (stereo unspecified)
→ ?, /
- COC(Cc1nnc(SC)n1-c1ccc(Cl)cc1)OC
→ ?, /
- ClCc1nc2ccccc2c2ccccc12
→ ?, /
- Cc1cnc(C(=O)OCC(=O)NCc2cccc(Cl)c2)cn1
→ ?, /
- CCOC(=O)C1=C(C)NC(=O)C(C(N)=O)C12CCCC2 (stereo unspecified)
→ ?, /
- Cc1ccc(C)c(NCc2ccccc2CO)c1
→ -1%, 1
- Cc1ccccc1-c1nsc(SCC(=O)Nc2ccc3c(c2)OCO3)n1
→ -3%, -2
- O=C(Nc1ccccc1C(=O)O)/C(=C/c1ccc(Cl)cc1Cl)NC(=O)c1ccco1
→ i, 13
- O=C(Oc1cccnc1)c1cccc(Cl)c1
→ 5%, 1
- CCCC(=O)Nc1c(-c2ccccc2)c(=O)c(C)nn1-c1ccc(Cl)cc1
→ 1%, 2
- CCN(CC)S(=O)(=O)c1cccc(NC(=O)c2cc(-c3cccs3)nn2-c2ccccc2)c1
→ ?, /
- COc1ccccc1NC(=O)CSc1nnc(-c2ccccc2)o1
→ ?, /
- O=C(Nc1cccnc1)c1ccc(S(=O)(=O)c2ccc(Cl)cc2)cc1
→ 2%, -3
- CCO[C@H]1OC(C(=O)NC2CC2)=C[C@@H](c2ccc(Br)cc2)[C@@H]1CCCO
→ 0%, 0
- Nc1c(N(Cc2ccco2)C(=O)c2cccc(F)c2)c(=O)[nH]c(=O)n1Cc1ccccc1
→ ?, /
- CC(C)(C)c1nnc(NC(=O)Cc2ccccc2[N+](=O)[O-])s1
→ ?, /
- Cc1ccc(-n2c3c(c(=O)[nH]c2=S)C(C(F)(F)F)(C(F)(F)F)NC(=O)N3)cc1
→ ?, /
- CS(=O)(=O)c1cccc(-c2nnc(NC(=O)c3ccc(S(=O)(=O)N4CCCC4)cc3)o2)c1
→ ?, /
- CNC(=O)c1ccc(N(Cc2ccccc2C)S(C)(=O)=O)cc1
→ ?, /
- O=c1c(Cl)c(N2CCN(c3ccc(F)cc3)CC2)cnn1C12CC3CC(CC(C3)C1)C2
→ ?, /
- CC(NC(=O)CCN1C(=O)c2ccccc2C1=O)c1ccc2c(c1)CCCC2 (stereo unspecified)
→ -2%, -11
- Cc1cnc(C(=O)OCC(=O)NC(=O)c2ccccc2)cn1
→ ?, /

These rows are one share of the data; rates above refer to the full screens.
